aDG glyco up: increases alpha dystroglycan glycosylation; 0.22% of 360,000 active; AID 624168; Pro5-aDG cells, alpha-DG glycosylation AlphaScreen (IIH6); 0% Pro5, 100% B10-LARGE cell signal; activation, % at 10 µM;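 active = activation of at least 8% versus controls, or a plate z-score of at least 8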;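 note: Pro5 are CHO cells carrying HIG-tagged alpha-DG that lacks glycosylation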
TRPM1 prom inh: MITF TRPM1 promoter inhibition in SK-MEL-5 cells. SK-MEL-5 TRPM1 promoter luciferase, 24 h. inhibition, % at 12.5 µM. 0.83% of 330,000 active;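 active = mean inhibition across replicates of 60% or more, whatever share of single replicates reaches that level; inconclusive = some that reach 60%, reason not given; inactive = mean inhibition across replicates below 60%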; note: values of inactives mirror those of a sister screen read the other way
hiPSC survival: enhancers of human iPSC single-cell survival. hiPSC single-cell survival, ATPlite luminescence; 100% = ROCK inhibitor wells, 0% = DMSO. survival enhancement, % at 20 µM. 0.044% of 360,000 active; in the data active = survival enhancement above about 18%;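 note: cells exposed to compounds for 16 hours before the ATP read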
CaV13 ICDI inh: Primary screen for inhibitors of IQ motif and Ca2+-dependent inactivation inhibitor domain binding in CACNA1D, Förster resonance energy transfer in living cells, …. HEK cells, CFP/YFP FRET ICDI-IQ, plate reader, 10 min; percent FRET-ratio fall versus neutral wells. inhibition, % at 12.3 µM. 0.098% of 340,000 active. AID 743397;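 active = mean replicate inhibition of at least 30% and at least 1% of replicates passing that level; inconclusive = only one of the two criteria is met; inactive = neither criterion is met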;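 note: 0% = median of the neutral control wells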
HIF-2a inh: HIF-2a inhibition | 786-0 RCC cells HIF-2a reporter, luciferase luminescence, overnight | inhibition, % at 18.8 µM | 0.72% of 360,000 active | AID 624352;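 active = inhibition of the luminescence signal of 40% or more relative to plate controls, in a single-dose primary screen at 18.75 µM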
NR2E3 ag-1: agonists of human NR2E3 nuclear receptor; AID 602229; 0.35% of 360,000 active; inhibition of corepressor binding, % at 3.98 µM; Q9Y5X4; CHO-S Gal4-NCOR/VP16-NR2E3 two-hybrid, luciferase;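 active = inhibition above the mean of all tested compounds plus 3 SD, cut at about 70% in these data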;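 note: 0% = DMSO with NR2E3 transfected cells and 100% = cells lacking NR2E3 construct; higher means lower luciferase signal from less NR2E3 corepressor binding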
Target sequence (Q9Y5X4 whole entry, looked up, the tested form may be a part): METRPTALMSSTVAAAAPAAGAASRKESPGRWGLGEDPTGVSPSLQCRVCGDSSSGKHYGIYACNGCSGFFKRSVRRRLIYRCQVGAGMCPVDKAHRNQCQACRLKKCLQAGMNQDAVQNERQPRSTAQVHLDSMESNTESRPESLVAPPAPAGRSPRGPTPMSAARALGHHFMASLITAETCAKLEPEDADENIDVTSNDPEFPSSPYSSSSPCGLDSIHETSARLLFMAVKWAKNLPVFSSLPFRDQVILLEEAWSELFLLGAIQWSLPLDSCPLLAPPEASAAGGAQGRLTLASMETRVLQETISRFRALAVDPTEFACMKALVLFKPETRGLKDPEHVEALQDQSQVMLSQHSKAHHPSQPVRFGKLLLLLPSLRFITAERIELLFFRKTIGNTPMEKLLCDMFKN
Exocytosis inh: blocks lytic granule exocytosis. TALL-104 LAMP-1 surface exposure, flow cytometry; cells stimulated with thapsigargin and PMA. inhibition, % at 10 µM. 0.66% of 360,000 active. AID 651702;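 active = inhibition above about 55%, limit read from the data; inconclusive = no clear call, values can overlap the other calls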
NR2E3 ag-2: activates human photoreceptor nuclear receptor NR2E3; Q9Y5X4; GST-NR2E3/biotin-RetCOR TR-FRET, 1536-well; inhibition of corepressor binding, % at 4.78 µM; 0.12% of 320,000 active; AID 2300;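 active = percent inhibition above the cutoff of mean plus 3 SD of all tested compounds, set per screening campaign, cut at about 20% in these data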;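 note: 0% = DMSO wells and 100% = biotin wells as full block of FRET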
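System: GST-NR2E3 and biotin-RetCOR proteins; probe or stimulus: 7 nM biotin-RetCOR; doses: compound at 4.8 µM, single dose; schedule: Compound–protein incubation for 5 h at 4 °C; detection: time-resolved FRET; read-out: percent inhibition; controls: biotin wells as high control, 0.6% DMSO wells as low control; format: 1536-well plates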
PDI inh: inhibitors of human protein disulfide isomerase; P07237; PDI insulin aggregation turbidity, A650, 90 min; inhibition, % at 10 µM; 0.052% of 350,000 active; AID 588391;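 active = mean inhibition across replicates of 30% or more, whatever share of single replicates reach that level; inconclusive = mean inhibition below 30% while every single replicate reaches 30%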;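 note: absorbance from insulin aggregation driven by PDI reduction with DTT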
Target sequence (P07237 whole entry, looked up): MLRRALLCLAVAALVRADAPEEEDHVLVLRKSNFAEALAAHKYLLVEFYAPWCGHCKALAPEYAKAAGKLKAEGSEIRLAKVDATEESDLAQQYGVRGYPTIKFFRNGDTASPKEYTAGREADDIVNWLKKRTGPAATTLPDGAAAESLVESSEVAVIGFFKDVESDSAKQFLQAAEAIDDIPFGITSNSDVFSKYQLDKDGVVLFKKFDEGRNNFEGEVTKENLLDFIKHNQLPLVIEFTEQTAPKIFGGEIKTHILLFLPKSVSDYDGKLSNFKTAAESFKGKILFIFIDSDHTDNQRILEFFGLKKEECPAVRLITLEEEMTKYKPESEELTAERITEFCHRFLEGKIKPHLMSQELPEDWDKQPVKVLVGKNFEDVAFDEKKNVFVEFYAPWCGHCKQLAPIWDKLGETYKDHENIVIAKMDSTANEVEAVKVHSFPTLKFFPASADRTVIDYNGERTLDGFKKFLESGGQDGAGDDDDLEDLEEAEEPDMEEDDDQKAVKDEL
Peg3 promoter: reduces Peg3 promoter-driven luciferase expression in HeLa; HeLa PEG-Prom luciferase reporter, luminescence, overnight; inhibition, % at 20 µM; 1.7% of 360,000 active;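 active = inhibition of at least 50% at 20 µM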
Vif imaging: HIV Vif inhibition | HEK293T cells, Vif self-association by quenched fluorescence, imaging, 24 h | inhibition, % at 7.49 µM | 0.35% of 340,000 active; in the data active = inhibition above about 50%, passing the limit was not always enough; inconclusive = no clear call, values can overlap the other calls; inactive = below about 31%; note: some results filed as inactive read as strong as hits
An asterisk follows results filed as active; ? = inconclusive; / = not tested or not shown.

Preview (2 entries):
SMILES	aDG glyco up	TRPM1 prom inh	hiPSC survival	CaV13 ICDI inh	HIF-2a inh	NR2E3 ag-1	Exocytosis inh	NR2E3 ag-2	PDI inh	Peg3 promoter	Vif imaging
CCSc1nc2c(c(=O)[nH]1)C(c1cccs1)C(C(=O)OC)=C(C)N2 (stereo not given)	0.0	/	0.4	-7	17	1	-1	1	6	16	0
N/C(=N\OC(=O)c1cc(Br)ccc1Cl)c1ccccn1	-0.1	-16	-2.9	12	-121	-90	-2	-2	-15	-114	?

All compounds of this part (from the top)
SMILES	aDG glyco up	TRPM1 prom inh	hiPSC survival	CaV13 ICDI inh	HIF-2a inh	NR2E3 ag-1	Exocytosis inh	NR2E3 ag-2	PDI inh	Peg3 promoter	Vif imaging
CCSc1nc2c(c(=O)[nH]1)C(c1cccs1)C(C(=O)OC)=C(C)N2 (stereo not given)	0.0	/	0.4	-7	17	1	-1	1	6	16	0
N/C(=N\OC(=O)c1cc(Br)ccc1Cl)c1ccccn1	-0.1	-16	-2.9	12	-121	-90	-2	-2	-15	-114	?
COc1cccc(OC)c1C(=O)Nc1cc2c(cc1N1CCOCC1)n(C)c(=O)n2C	0.0	-1	0.0	-6	17	3	0	-2	3	0	-2
COCCCNC(=O)/C(C#N)=C/c1c(N2CCN(c3ccc(OC)cc3)CC2)nc2c(C)cccn2c1=O	-0.1	2	0.4	-14	19	17	-13	-1	-2	32	-12
CCOC(=O)C(=O)NC1CC=CCC1c1ccc2c(c1)OCO2 (stereo not given)	0.2	3	4.4	-6	0	6	-14	/	7	-8	6
CCCCCN(C(=O)CCC(=O)OCC(=O)N1CCC(C)CC1)c1c(N)n(CCCC)c(=O)[nH]c1=O	0.1	7	0.2	-1	13	13	1	0	-10	5	-4
COc1nc(Nc2ccc(C(C)C)cc2)nc(OC)n1	1.2	-51	-0.8	/	-236	-77	-10	-3	-7	-174	-6
COc1ccc(CNc2ncc(-c3ccc(F)cc3)n2C)cc1OC	0.3	10	-0.3	-22	3	-10	4	0	5	8	-4
CCn1c(COc2cccc(OC)c2)nnc1SCC(=O)Nc1ccccc1C(=O)OC	0.6	11	-1.0	-2	24	-19	-1	0	1	3	-12
O=C(OCc1cc([N+](=O)[O-])cc2c1OCOC2)c1ccccn1	-0.3	0	0.5	1	6	-1	-3	3	-2	-12	-7
CC1CCCN(C(=O)C2CCN(S(=O)(=O)c3ccc4c(c3)CC(C)N4C(=O)C3CC3)CC2)C1 (stereo not given)	0.0	15	-0.5	-15	12	10	5	0	-7	11	-4
Cc1ccccc1C(=O)N1N=C(c2cccc(NS(C)(=O)=O)c2)CC1c1cccs1 (stereo not given)	0.1	17	0.1	-19	14	0	-6	-1	10	30	10
O=C(c1cccs1)N1CCCC(c2nc3c(nnn3Cc3ccccc3Cl)c(=O)[nH]2)C1 (stereo not given)	-0.2	5	-0.4	-3	18	-5	39	7	-5	20	11
Cc1ccc(C(=O)c2c(NC(=O)c3cccnc3)sc3c2CCCC3)cc1	-0.3	0	-4.5	-4	12	-14	-2	1	8	15	-12
C/C=C1\C(OC2OC(CO)C(O)C(O)C2O)OC=C(C(=O)OC)C1CC(=O)OCC1C(C)C(OC(=O)CC2C(C(=O)OC)=COC(OC3OC(CO)C(O)C(O)C3O)/C2=C\C)CC1C(CO)CO (stereo not given)	-0.1	7	1.9	/	-2	-1	-4	-3	/	-8	-7
Cc1cccc(-n2ncc3c(NCc4ccccn4)ncnc32)c1	-0.1	-64	-1.0	-4	-226	-69	1	5	-4	-173	-14
Cc1ccc2nc(C)/c(=N\O)c(C)nc2c1	-0.2	-25	2.2	-4	-108	-115	2	4	-3	-122	-5
CCCn1c(=N)c(C(=O)NCC2CCCO2)cc2c(=O)n3cccc(C)c3nc21 (stereo not given)	1.4	-12	2.4	/	-21	-8	0	3	-12	-28	21
COc1ccc(CCNC(=O)c2ccc(Br)o2)cc1Br	0.3	/	0.6	-10	-30	-9	-2	/	/	/	/
CCC(CC)C(=O)c1c[nH]c(C(=O)N2CCN(c3ccccc3F)CC2)c1	-0.2	-2	-0.6	0	15	20	3	0	0	2	5
CCOc1cccc2sc(=NC(=O)c3ccc(S(=O)(=O)N4CCOCC4)cc3)n(C)c12	-0.1	-12	2.2	/	12	4	17	2	-2	-8	29
COc1ccc(CNC(=O)Nc2nc(C(N)Cc3ccc(Cl)cc3)cs2)cc1 (stereo not given)	-0.5	/	-4.9	-5	-6	9	16	/	-8	96*	-2
O=S(=O)(NCc1cn2ccsc2n1)c1ccc(Oc2ccccc2)cc1	0.7	9	-1.3	/	3	88*	1	-1	-2	15	2
Cc1nc(CN2CCN(C(=O)c3ccc(Br)cc3)CC2)cs1	0.0	7	-2.4	-6	8	6	-3	2	2	5	-13
CN(C)S(=O)(=O)c1ccc(C(=O)OCC(=O)N2CC3(C)CC2CC(C)(C)C3)cc1 (stereo not given)	-0.4	4	0.2	-3	12	-4	7	/	11	1	3
SMILES	aDG glyco up	TRPM1 prom inh	hiPSC survival	CaV13 ICDI inh	HIF-2a inh	NR2E3 ag-1	Exocytosis inh	NR2E3 ag-2	PDI inh	Peg3 promoter	Vif imaging
Cc1ccc(S(=O)(=O)NNC2=NCCCCC2)cc1	-0.1	14	1.4	-5	8	-9	-4	0	2	-4	-4
COc1ccc(CCN(C)C(=O)COc2cccc(-n3cnnn3)c2)cc1OC	0.0	2	4.2	-6	-58	-14	-1	/	8	-1	-7
Cc1ccccc1NC(=O)NCc1ccc2c(c1)OCO2	-0.1	4	-0.4	-4	-59	-29	-1	0	-2	-40	2
O=C(COC(=O)/C=C/c1ccc(F)cc1)Nc1ccc(Cl)cn1	0.0	0	-0.5	3	13	-16	-2	1	1	14	-4
O=C(NC1CCNCC1)C1CC1	0.1	-4	1.1	-6	16	-10	-2	0	5	-12	-2
OCCSc1nc(-c2cccnc2)nc2ccccc12	-0.3	-4	-0.6	-6	15	5	0	3	1	16	1
CCc1nc2ccc(C(=O)Nc3cccc(OC)c3)cn2c1N(CC)CCOC	0.1	/	-0.8	-5	-15	21	4	/	13	-6	-22
CCn1cc(C(=O)O)c(=O)c2cc(F)c(N3CCN(C(=S)NC(=O)c4ccccc4)CC3)cc21	0.0	-5	-0.6	-3	14	-32	-2	1	0	9	-5
Cc1ccc2c(c1)-c1c(cnn1CC(=O)O)CO2	-0.4	4	3.3	-2	8	-15	-1	0	-18	15	15
CC(=O)Oc1cccc(-c2nc3ccccc3c(=O)o2)c1	0.0	29	-0.3	-18	10	14	3	0	10	-3	-3
CSc1ccc(/C=C(/NC(=O)c2ccccc2)C(=O)N2CCN(C)CC2)cc1	0.3	4	-0.4	-6	7	-4	0	1	-8	17	6
C[C@H](NC(=O)C1CC(=O)N(c2ccc3c(c2)OCO3)C1)C(=O)NC1CCCC1 (stereo not given in full)	-0.2	-18	0.4	-6	-3	-13	-4	2	-1	9	5
C/[N+]([O-])=C\c1ccc([N+](=O)[O-])o1	3.7	27	-2.6	/	8	-13	-6	-2	14	-19	-3
Cc1c(C(=O)Nc2c(C)n(C)n(-c3ccccc3)c2=O)oc2ccccc12	-0.1	4	4.5	/	6	-1	6	-1	6	3	-12
CCc1ccc(NC(=O)c2cccc(C(=O)Nc3ccc(CC)cc3)n2)cc1	0.2	-7	-0.5	-3	-45	-22	2	1	-8	-37	-3
COCCCN(C(=O)C1=COCCO1)c1c(N)n(Cc2ccccc2)c(=O)[nH]c1=O	0.0	/	3.2	-6	17	11	-10	/	-3	-2	-5
Cc1ccc2[nH]c3c(c2c1)CCCC3=O	-0.2	41	-1.2	/	-84	-12	-2	2	-2	-36	/
CC(C)C[C@@]12C(=O)N(c3cccc(Cl)c3)C(=O)N1[C@H](c1ccc(Br)cc1)[C@@H]1C(=O)N(C(C)(C)C)C(=O)[C@@H]12	0.6	-7	1.0	-10	0	7	-5	2	-4	12	15
COCCNC(=O)CS(=O)Cc1nc(-c2ccc(OC)cc2)oc1C (stereo not given)	-0.1	2	1.2	1	-2	-28	-4	1	/	-2	-3
O=C(COc1ccc(Cl)cc1)NC1CCSC1=O (stereo not given)	-0.1	-21	-0.5	-5	-36	-10	-1	3	-3	-18	-1
COc1ccc(NC(=O)CN2CCN(CC#N)CC2)cc1	-0.1	11	1.5	-19	12	-6	-2	4	-4	10	1
CCc1nnc(NC(=O)c2oc3ccccc3c2COC(C)C)s1	0.1	-1	1.3	-5	-8	-24	4	/	2	-1	-4
Cc1ccc(SCC(=O)Nc2ccc(S(N)(=O)=O)cc2)cc1	-0.4	-26	-1.9	-6	-25	3	0	-1	8	-6	-2
O=C(O)[C@@H](O)c1ccccc1	0.1	3	6.4	-5	-9	-3	-6	1	-4	0	-2
CCCn1nnnc1SCC(=O)NNC(=O)c1ccco1	-0.5	3	4.6	-7	10	-25	-1	0	-7	3	3
SMILES	aDG glyco up	TRPM1 prom inh	hiPSC survival	CaV13 ICDI inh	HIF-2a inh	NR2E3 ag-1	Exocytosis inh	NR2E3 ag-2	PDI inh	Peg3 promoter	Vif imaging
CCc1ccc(OC(C)C(=O)Nc2ccc(S(=O)(=O)Nc3nccs3)cc2)cc1 (stereo not given)	-0.1	6	0.2	-7	6	-8	-3	-6	0	-9	-6
COCc1ccc(C(=O)N2CCC(CCC(=O)Nc3cccc(C)c3)CC2)s1	0.2	29	0.8	-4	-2	-16	1	0	2	-4	2
O=C1CC(C(=O)Nc2ccccc2)N=C(N2CCOCC2)N1 (stereo not given)	-0.3	4	1.3	-3	10	-18	1	-1	0	12	-8
Cc1cc(C)nc(NC=C2C(=O)OC(C)(C)OC2=O)n1	0.0	3	-0.6	5	22	-16	-2	-1	-4	5	0
CN1CCN(c2ccccc2NC(=O)c2ccc(-c3ccccc3[N+](=O)[O-])o2)CC1	-0.4	3	0.0	-3	-36	10	8	-2	-11	-2	4
Cc1ccc2c(c1)c1c(n2CC(O)CN2C(=O)CNC2=O)C(=O)CCC1 (stereo not given)	0.2	-1	-0.6	-5	4	-19	-2	0	10	0	1
Cc1cn([C@H]2C[C@H](O)[C@@H](CCC(=O)NCCc3cnc[nH]3)O2)c(=O)[nH]c1=O	2.9	-4	0.9	-7	3	-7	-1	/	-2	6	6
CC(C)C[C@H](N)c1nnc(S(=O)(=O)Cc2ccc(F)cc2)o1	0.1	33	-2.0	/	17	-5	23	-1	0	114*	10
Cc1cc(C)c2nc(NCCCNC(=S)NCCCN(C)C)c(C#N)cc2c1	1.1	-1	-0.7	-2	9	-40	52	0	6	91*	9
CCCS(=O)(=O)NC(=O)C1(C)CCCN(C(=O)c2ccc3snnc3c2)C1 (stereo not given)	-0.1	/	-0.8	-7	2	-10	-7	/	-1	-6	0
COc1ccc(-c2ccc(C(c3c(C)[nH][nH]c3=O)c3c(C)[nH][nH]c3=O)o2)c([N+](=O)[O-])c1	0.3	5	-3.7	-6	-10	-15	-2	/	3	-2	1
Cc1cc(N2CCN(Cc3ccc4c(c3)OCO4)CC2)n2ncnc2n1	0.0	3	-1.2	-5	15	1	6	-1	1	12	-2

Screening results: PubChem BioAssay, several laboratories
